# MT1-MMP act inh = inhibitors of human MT1-MMP activation. HT1080 RFP-PRO-GFP cells, GFP/RFP ratio fluorescence, overnight; percent of plate control window, DMSO zero. P50281. AID 651647. GFP/RFP ratio change, % at 20 µM. 360,000 compounds, 0.061% hits;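 active = GFP/RFP ratio change of at least 30% with cell ATP level not reduced by more than half and red fluorescence within 50% of control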; note: strong numbers were not always called active
#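 Assay system – RFP-PRO-GFP reporter HT1080 cells · Compound dosing – single dose of 20 µM compound, 1% DMSO final · Incubation – overnight compound exposure at 37 °C · Measure – GFP/RFP fluorescence ratio · Benchmarks – DMSO wells and RFP-L50D-GFP cells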
# E coli Lon inh = inhibitors of E. coli Lon protease; P0A9M0; 360,000 compounds, 0.42% hits; purified E. coli Lon protease, fluorescence polarization; AID 602123; inhibition, % at 7.94 µM; in the data active = inhibition above about 13%, passing the limit was not always enough;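 note: 0% = enzyme with probe and DMSO and 100% = no enzyme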
# Rpn11 inh = Rpn11 (human) deubiquitinase inhibition; calls only at 20 µM; O00487; AID 588493; human 26S proteasome, Ub4-pepOG fluorescence polarization; 20S core pre-blocked with epoxomicin; 360,000 compounds, 0.59% hits;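 active = inhibition at 20 µM, scaled to each plate's controls, above about 33%, limit read from the data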
# MsrA inhibitor = inhibitors of bovine MsrA; inhibition, % at 15.5 µM; purified bovine MsrA, absorbance read-out; 360,000 compounds, 0.75% hits; in the data active = inhibition above about 4.5%;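 note: 0% = vehicle wells with enzyme and 100% = reference inhibitor wells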
# MLLE-PAM2 inh = inhibitors of microRNA-mediated deadenylation, human PABP1 MLLE binding | 360,000 compounds, 0.36% hits | P11940 | inhibition, % at 20 µM | AID 588489 | GST-MLLE / FITC-PAM2 fluorescence polarization; in the data active = inhibition above about 35%, passing the limit was not always enough;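 note: plate controls were DMSO wells with GST-MLLE for no effect and wells lacking GST-MLLE protein for full effect; some results filed as inactive read as strong as hits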
# Rin1-Abl PPI inh = blocks binding of human Rin1 to Abl; 360,000 compounds, 0.4% hits; TR-FRET Rin1/Abl binding, biochemical; AID 588664; inhibition, % at 7.35 µM; in the data active = inhibition above about 5%, passing the limit was not always enough
# bovine MsrA act = bovine methionine sulfoxide reductase A activation | purified bovine MsrA, absorbance read-out | activation, % at 10.6 µM | 360,000 compounds, 0.3% hits | AID 602163; in the data active = activation above about 7.5%;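 note: 0% = vehicle and 100% = reference activator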
# FAS-TE inh = inhibitors of human fatty acid synthase thioesterase domain; inhibition, % at 15 µM; recombinant FAS-TE, OMFH fluorogenic substrate, fluorescence endpoint; AID 602261; P49327; 360,000 compounds, 0.67% hits;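 active = compounds whose normalised, plate-corrected inhibition of enzyme fluorescence in the single-dose primary screen is 50% or more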;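 note: 0% = DMSO with enzyme and 100% = substrate without enzyme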
# Target sequence (P49327 whole entry, looked up, the tested form may be a part): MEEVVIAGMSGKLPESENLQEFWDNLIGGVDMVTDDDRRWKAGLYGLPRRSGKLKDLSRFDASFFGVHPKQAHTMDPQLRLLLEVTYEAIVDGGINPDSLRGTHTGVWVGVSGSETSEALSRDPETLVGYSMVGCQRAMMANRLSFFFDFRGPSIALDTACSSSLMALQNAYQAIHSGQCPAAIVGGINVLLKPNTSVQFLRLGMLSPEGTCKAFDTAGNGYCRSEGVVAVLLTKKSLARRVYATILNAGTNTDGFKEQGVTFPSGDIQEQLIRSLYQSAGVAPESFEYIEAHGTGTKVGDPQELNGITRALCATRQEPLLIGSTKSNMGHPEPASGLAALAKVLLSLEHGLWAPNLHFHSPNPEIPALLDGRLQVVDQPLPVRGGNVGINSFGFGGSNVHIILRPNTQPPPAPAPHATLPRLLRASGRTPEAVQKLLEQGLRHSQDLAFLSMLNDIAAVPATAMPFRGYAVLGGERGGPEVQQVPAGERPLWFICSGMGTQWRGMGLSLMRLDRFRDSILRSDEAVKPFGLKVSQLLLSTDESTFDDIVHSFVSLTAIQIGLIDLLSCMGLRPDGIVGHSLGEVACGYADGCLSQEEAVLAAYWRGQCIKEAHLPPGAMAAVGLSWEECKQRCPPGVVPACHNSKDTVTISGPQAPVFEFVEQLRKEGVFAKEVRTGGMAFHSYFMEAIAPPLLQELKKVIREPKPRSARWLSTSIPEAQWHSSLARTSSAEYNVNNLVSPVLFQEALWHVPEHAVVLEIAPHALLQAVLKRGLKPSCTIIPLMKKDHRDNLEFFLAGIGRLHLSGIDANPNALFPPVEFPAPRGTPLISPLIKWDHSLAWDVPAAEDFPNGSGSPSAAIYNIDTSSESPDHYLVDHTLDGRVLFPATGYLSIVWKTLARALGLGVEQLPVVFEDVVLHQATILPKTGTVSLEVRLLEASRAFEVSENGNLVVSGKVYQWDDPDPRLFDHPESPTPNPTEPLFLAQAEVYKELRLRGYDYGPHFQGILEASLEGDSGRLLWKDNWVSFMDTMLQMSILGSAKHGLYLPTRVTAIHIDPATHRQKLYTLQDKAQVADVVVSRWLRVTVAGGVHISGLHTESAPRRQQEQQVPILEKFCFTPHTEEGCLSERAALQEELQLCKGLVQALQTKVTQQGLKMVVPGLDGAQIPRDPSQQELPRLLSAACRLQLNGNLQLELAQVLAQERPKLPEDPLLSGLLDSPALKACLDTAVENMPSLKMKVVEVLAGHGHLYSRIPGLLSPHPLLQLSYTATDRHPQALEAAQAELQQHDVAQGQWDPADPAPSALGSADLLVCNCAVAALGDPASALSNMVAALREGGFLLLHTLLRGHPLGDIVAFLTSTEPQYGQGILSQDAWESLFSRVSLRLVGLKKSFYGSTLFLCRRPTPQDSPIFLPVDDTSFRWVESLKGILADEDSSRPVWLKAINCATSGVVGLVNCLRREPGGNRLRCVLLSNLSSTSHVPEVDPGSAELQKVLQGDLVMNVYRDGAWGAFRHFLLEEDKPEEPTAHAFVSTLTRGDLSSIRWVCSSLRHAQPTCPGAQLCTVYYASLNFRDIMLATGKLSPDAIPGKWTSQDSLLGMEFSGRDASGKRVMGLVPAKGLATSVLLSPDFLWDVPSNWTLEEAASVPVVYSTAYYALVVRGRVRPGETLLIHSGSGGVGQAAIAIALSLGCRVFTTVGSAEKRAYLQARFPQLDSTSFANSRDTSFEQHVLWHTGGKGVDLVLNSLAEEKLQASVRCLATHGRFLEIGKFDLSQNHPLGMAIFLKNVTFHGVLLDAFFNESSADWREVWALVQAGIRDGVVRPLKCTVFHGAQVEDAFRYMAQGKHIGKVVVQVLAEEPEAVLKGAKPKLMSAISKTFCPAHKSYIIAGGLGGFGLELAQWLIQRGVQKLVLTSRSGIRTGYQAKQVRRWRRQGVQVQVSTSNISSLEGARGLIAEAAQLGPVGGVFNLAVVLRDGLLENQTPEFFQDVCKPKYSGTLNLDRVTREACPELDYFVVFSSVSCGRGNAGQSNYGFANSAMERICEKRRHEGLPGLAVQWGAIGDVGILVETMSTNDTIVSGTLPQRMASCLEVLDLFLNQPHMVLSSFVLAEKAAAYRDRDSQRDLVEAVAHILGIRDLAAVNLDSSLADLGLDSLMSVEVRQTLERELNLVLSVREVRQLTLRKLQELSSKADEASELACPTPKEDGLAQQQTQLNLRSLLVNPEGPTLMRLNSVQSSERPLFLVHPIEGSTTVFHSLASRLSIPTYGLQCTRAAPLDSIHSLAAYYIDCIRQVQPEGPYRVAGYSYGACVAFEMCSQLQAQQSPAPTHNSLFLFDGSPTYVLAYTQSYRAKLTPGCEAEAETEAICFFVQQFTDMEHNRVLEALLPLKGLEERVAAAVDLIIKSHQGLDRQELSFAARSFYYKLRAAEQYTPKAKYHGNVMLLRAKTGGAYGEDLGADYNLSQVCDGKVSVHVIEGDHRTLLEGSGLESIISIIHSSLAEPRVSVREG
# CSN deneddyl inh = inhibitors of human CSN-mediated cullin deneddylation; Q92905; Purified CSN, SCF-Nedd8-OG deneddylation, fluorescence polarization; inhibition, % at 12.5 µM; 360,000 compounds, 0.38% hits;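 active = pattern-corrected inhibition above about 35%, with an unprinted fluorescence ratio check between 0.5 and 1.5, limit read from the data, passing the limit was not always enough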;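 note: 0% = enzyme with substrate and 100% = substrate without enzyme; some results filed as inactive read as strong as hits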
#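 Assay system: purified human Csn5 enzyme expressed in HEK293T cells; measure: % inhibition; also added: SCFSkp2-Nedd8OG substrate at 10 nM final; technique: fluorescence polarization; times: reaction 90 min, room temperature; medium: Tris buffer pH 7.5, NaCl, DTT, Tween-20, trehalose, ovalbumin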
# Active calls of the source: *; i = inactive; . = no result given.
# Start of the data: the first 5 entries (preview)
SMILES,MT1-MMP act inh,E coli Lon inh,Rpn11 inh,MsrA inhibitor,MLLE-PAM2 inh,Rin1-Abl PPI inh,bovine MsrA act,FAS-TE inh,CSN deneddyl inh
Cc1cc(NC(=O)CCC(=O)N(Cc2ccco2)C2(C(=O)NC3CCCC3)CCCCC2)no1,-5,3,i,-0.5,1,0,-3,2,-1
CCCN1Cc2cccc(C(=O)NCc3cccs3)c2C1=O,3,-3,i,-1.7,4,-1,-6,-2,5
Cc1cc(-n2nc(C)cc2C)nc(N)n1,-4,5,i,-0.8,1,-2,-2,-5,0
COC(=O)c1nn(-c2cccc(C)c2)c2nnc(Cc3ccc(C)cc3)c(=O)n12,5,-1,i,0.6,-4,-1,-2,-2,0
Oc1ccc2ccccc2c1C=Nc1ccccc1Br,-3,-3,i,0.0,-87,-1,-3,5,-2

# The whole of this part, previewed entries included:
SMILES,MT1-MMP act inh,E coli Lon inh,Rpn11 inh,MsrA inhibitor,MLLE-PAM2 inh,Rin1-Abl PPI inh,bovine MsrA act,FAS-TE inh,CSN deneddyl inh
Cc1cc(NC(=O)CCC(=O)N(Cc2ccco2)C2(C(=O)NC3CCCC3)CCCCC2)no1,-5,3,i,-0.5,1,0,-3,2,-1
CCCN1Cc2cccc(C(=O)NCc3cccs3)c2C1=O,3,-3,i,-1.7,4,-1,-6,-2,5
Cc1cc(-n2nc(C)cc2C)nc(N)n1,-4,5,i,-0.8,1,-2,-2,-5,0
COC(=O)c1nn(-c2cccc(C)c2)c2nnc(Cc3ccc(C)cc3)c(=O)n12,5,-1,i,0.6,-4,-1,-2,-2,0
Oc1ccc2ccccc2c1C=Nc1ccccc1Br,-3,-3,i,0.0,-87,-1,-3,5,-2
Cc1ccccc1-n1cnnc1SCC(=O)Nc1cccnc1Cl,3,5,i,-0.4,15,-1,-3,-3,-6
COc1ccc(CNC(=O)CCSc2ccc(F)cc2)cc1OC,0,0,i,-0.9,5,0,-3,-4,2
CC1Oc2ccccc2C(=O)N(CC(=O)c2ccc3c(c2)OCCO3)C1=O (stereo not given),0,-2,i,-0.3,-1,-3,-2,22,4
Clc1cccc(Cl)c1C[n+]1ccc2ccccc2c1,-64,-14,i,0.0,2,-2,-1,-8,7
CC1(C)C(=O)OC(c2ccc([N+](=O)[O-])cc2)C(C)(C)C1=O (stereo not given),3,-2,i,0.7,1,-1,-1,-1,-1
CCOc1ccccc1CN1CCN(C2CCC2)CC1CCO (stereo not given),-6,3,i,-1.4,13,2,-2,-6,2
COc1ccc(NC(=O)c2ccc3c(=O)n(CC4CCCO4)c(=S)[nH]c3c2)c(OC)c1 (stereo not given),1,-14,i,-0.3,-38,2,-1,4,6
CN(Cc1ccco1)C(=O)c1ccc(N2CCCC2=O)cc1,-12,4,i,-0.7,0,-2,-11,-7,0
CCCCOc1ccc(C(=O)N2CCN(CC(=O)Nc3ccc(C)cc3)CC2)cc1OC,-2,-4,i,0.1,-6,8.6*,-3,-7,-2
C/C(=N\N=C(N)N)c1cccc(Cl)c1,0,-1,i,0.9,5,-5,-1,-7,-6
Cc1ccccc1CS(=O)(=O)Cc1ccc(C(=O)NC2CCCCC2)o1,-1,0,i,0.3,6,6,-6,-3,2
Nc1cccc(-c2cn(-c3cc4cc(C#CC5(O)CCCCC5)ccc4oc3=O)nn2)c1,-1,-5,i,-0.4,-7,0,-3,10,4
CCN(CC)C(=O)CCc1nnc(Cc2cccc(C(F)(F)F)c2)o1,-1,-5,i,-0.6,10,3,-8,-6,-5
CCCN1CCN(CCCNC(=O)C(CC)n2nc(C)n3c(cc4occc43)c2=O)CC1 (stereo not given),0,-4,i,0.3,16,2,3,-8,4
Clc1ccc(-c2nnc3sc(Cc4cccs4)nn23)cc1,0,2,i,0.0,-28,2,-2,4,-1
CCOc1ccc(-c2nnc(-c3ccco3)o2)cc1OCC,3,-1,i,2.8,-7,-4,-3,-5,2
OC(c1ccc(Cl)cc1)C(O)c1nc2ccccc2[nH]1 (stereo not given),1,-1,i,-1.1,-1,-2,-4,-7,4
O=C(CSCc1ccc(Cl)cc1)NCc1ccccn1,3,-5,i,0.3,20,4,-9,-7,0
COc1ccc(C(C(=O)NC(C)(C)C)N(C(=O)CCC(=O)Nc2cc(C)on2)c2cccc(F)c2)cc1 (stereo not given),-3,-2,i,-1.2,0,3,-2,-1,-2
CCOC(=O)c1sc(NC(=O)CSc2nc(-c3ccco3)cc(C(F)(F)F)n2)c(C(=O)OCC)c1C,0,3,i,0.9,-3,-1,-4,18,3
CC(=O)NC(CC(C)C)C(=O)NC(=O)NCc1ccccc1 (stereo not given),2,-2,i,-1.8,13,0,-1,-6,-6
Cc1csc(CNc2ncnc3ccc(-c4ccccc4Cl)cc23)c1,-3,-5,i,0.3,11,-3,7,16,-3
COc1cc2cc(C)c3nnc(SCC(=O)Nc4cc(C)on4)n3c2cc1OC,2,-1,i,1.7,-35,-1,-2,-3,1
CN(CCOc1ccccc1)C(=O)CCc1c[nH]c2ccccc12,3,6,i,-0.7,1,3,-1,5,1
O=C(C[C@@H]1C/C=C\C[C@H](NC(=O)OCC2c3ccccc3-c3ccccc32)C(=O)OC[C@H]2CCCN2C1=O)N[C@@H](CO)Cc1ccccc1,-3,2,i,2.7,3,-4,-2,0,-1
O=C1NC[C@H](CCCCN2C[C@H](Cc3ccccc3)N(Cc3ccccc3)C(=O)C2=O)N(CCC2CCCCC2)C1=O,5,2,.,-0.6,.,.,-2,13,-5
NC(=S)Nc1nc2ccccc2s1,4,3,i,-0.9,19,-3,-1,-3,5
CCn1nnnc1SCC(=O)Nc1cc(C)on1,-5,-4,i,-0.9,-4,-3,-6,-9,4
Cc1cccc(Nc2nc3c(c(=O)n(C)c(=O)n3C)n2Cc2ccccc2)c1,-2,-5,i,-0.1,1,-4,-2,1,-3
N#C/C(=N\Nc1ccc(Cl)cc1)C(=N)N1CCCCC1,2,-1,i,2.7,-4,0,-3,-5,0
COc1ccc(CCNc2ccc(C(CC(N)=O)NC(=O)c3cc(OC)ccc3OC)cc2[N+](=O)[O-])cc1 (stereo not given),4,1,i,0.2,10,-1,-2,8,2
COc1cccc(CNS(=O)(=O)c2ccc3c(c2)CCN3C(=O)C2CC2)c1,3,-3,i,0.3,-2,3,-3,2,-3
Nc1nnc(CC(=O)N/N=C/c2cccc(OCCOc3ccccc3)c2)s1,3,5,i,1.1,-26,-1,-6,-5,-1
COc1cc(OC)cc(-c2c(-c3cccs3)c3cc(-c4ccc5c(c4)OCO5)ccc3n2C)c1,-5,-15,i,0.1,2,3,1,46,4
O=[N+]([O-])c1ccc(CNc2cccc(F)c2)s1,4,0,i,1.6,7,0,-3,-1,-1
CCOC(=O)C1CCCN(S(=O)(=O)c2ccc(C)cc2)C1 (stereo not given),4,2,i,-1.0,2,0,-12,-5,-3
O=C(Nc1ccccc1)c1cc(C2CCCN(C(=O)C3CC3)C2)on1 (stereo not given),0,-7,i,-0.8,-1,-2,1,-5,1
Cn1c(=O)c2[nH]c(C3CC4CCC3C4)nc2n(C)c1=O (stereo not given),-4,-8,i,-0.9,0,3,-4,-5,-6
CC1(C)CC(=O)C(C(C2=C(O)CC(C)(C)CC2=O)c2ccc(Cl)c([N+](=O)[O-])c2)C(=O)C1 (stereo not given),3,0,i,0.3,6,0,-9,0,-3
CN(Cc1ccccc1)C(=O)CCCn1c(=O)[nH]c2cc(Cl)ccc2c1=O,-3,-5,i,-0.2,0,0,-9,-2,-3
O=C(Nc1ccccc1C(=O)O)c1ccc(NC(=O)c2ccc(Br)o2)cc1,4,-4,i,.,4,3,0,-3,2
O=C(CN1C(=O)NC2(CCCC2)C1=O)OCC(=O)c1cccc(Cl)c1,0,-7,i,-1.5,4,1,-5,-5,-2
CCc1ccc(NC(=S)N(Cc2cccnc2)Cc2ccco2)cc1,2,-2,i,-0.2,-83,-3,-8,3,-1
O=C(NN=C(c1ccccc1)c1ccccn1)c1ccccc1,6,15,i,1.4,13,2,-1,1,2
COc1ccc(C2c3cc(OC)c(OC)cc3CCN2C(=O)c2ccccc2)cc1OC (stereo not given),3,-16,i,-0.2,13,-1,-1,2,2
CC(O)CNCCOc1ccccc1OCc1ccccc1 (stereo not given),0,-5,i,1.1,-7,-2,1,-4,2
CCc1nn2c(N3CCOCC3)cc(C)nc2c1-c1ccc(F)cc1,-10,-7,i,0.4,-6,-1,-2,11,2
Cc1ccc(S(=O)(=O)NCc2ccccc2)cc1C(=O)NCC(C)(C)N1CCOCC1,5,-1,i,0.5,-8,1,-3,-6,1
S=C(NCCc1ccccn1)Nc1ccc(Cl)cc1Cl,7,-8,i,0.6,10,0,-2,-2,-5
CCc1nnc(NC(=O)C(c2ccccc2)c2ccccc2)s1,-3,5,i,0.6,1,1,0,8,5
COC(=O)c1ccccc1C(=O)c1c(C)cc(C)cc1C,5,-4,.,-0.6,.,.,-3,16,-6
Cc1cccc(C(=O)NC2CCN(CC(=O)Nc3ccc4c(c3)OCO4)CC2)c1,-1,-4,i,-0.3,-6,1,4,-4,-7
COC(=O)C(C)Sc1nnc(SC(C)C(=O)OC)s1 (stereo not given),2,-6,i,-0.3,-38,0,3,-7,4
O=C(Cc1ccc(F)cc1)Nc1c(C(=O)N2CCN(c3ncccn3)CC2)oc2ccccc12,-4,-1,i,0.0,2,2,-3,6,-3
Cc1cc(C)n(-c2ccc(C(=O)OCC(=O)Nc3ccc(S(=O)(=O)N4CCCCC4)cc3)cc2)n1,5,-9,i,.,-23,4,-3,19,-2

# Next compounds follow.
SMILES,MT1-MMP act inh,E coli Lon inh,Rpn11 inh,MsrA inhibitor,MLLE-PAM2 inh,Rin1-Abl PPI inh,bovine MsrA act,FAS-TE inh,CSN deneddyl inh
COc1ccc(OC)c(N/C=C2/CCCCC2=O)c1,12,-4,i,-0.8,-10,-2,0,-2,0
C[C@H](CO)N1C[C@H](C)[C@@H](CN(C)Cc2ccncc2)OCc2cnnn2CCCC1=O,-3,-1,i,0.1,13,1,0,-3,0
Cc1occc1C(=O)NNC(=O)c1ccc(F)cc1,-2,-10,i,1.3,-18,5,5,-1,-5
CC(=O)NCc1ccc(S(=O)(=O)N2CCN(c3ccccn3)CC2)cc1,1,-3,i,-0.5,0,-2,-2,-2,1
CC1=NN(C(=O)CCc2ccccc2)C(c2ccccc2)C1 (stereo not given),-4,1,i,-0.9,0,-3,-2,-4,1
CSc1ncc(CN2CCc3c([nH]c4ccccc34)C2c2cccc(O)c2)cn1 (stereo not given),0,1,i,0.8,-1,0,-5,7,-4
OCCNCCNCc1ccccc1OCc1ccccc1,4,2,i,-0.3,-1,1,-3,-3,-1
CCOc1ccc(NC(=O)CN(C)CC(=O)NC2CCCc3ccccc32)cc1OCC (stereo not given),7,2,i,-1.1,-2,4,0,-1,-1
COCC(C)n1c(SCC(=O)Nc2cc(C)on2)nc2ccccc2c1=O (stereo not given),2,-3,i,1.0,24,-5,-3,-4,-1
CCN(CC)CCN(Cc1cc2ccc(C)c(C)c2[nH]c1=O)C(=S)NCc1ccco1,3,4,i,1.5,-92,-1,-6,6,5
CCNC(=S)N1CCN(c2ccccn2)CC1,4,3,i,-0.5,-129,4,-11,-7,-2
COc1ccc(S(=O)(=O)N(C)CC(=O)N2CCC(C(N)=O)CC2)cc1Cl,4,0,i,-0.1,4,-3,0,-5,-1

# High-throughput results: PubChem BioAssay, several laboratories
